A3G deaminase: APOBEC3G DNA deaminase inhibitors, primary screen, biochemical, fluorescence, single-stranded DNA substrate, uHTS | DNA dC->dU-editing enzyme APOBEC-3G (Homo sapiens), Q9HC16 | inhibition, % at 20 µM | recombinant A3G, ssDNA deamination FAM/TAMRA fluorescence | 330,000 compounds, 0.28% hits;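 active = inhibition of at least 40% at 20 µM, with no more than 30% in the related APOBEC3A deaminase screen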;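 note: plate controls were DMSO wells with A3G for no effect and wells lacking A3G enzyme for full effect; some compounds called inactive have numbers as strong as hits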
CCR6 antagonist: CCR6 receptor antagonists, primary screen, cell-based, CHO-K1, luminescence, beta-arrestin, uHTS. 340,000 compounds, 0.49% hits. C-C chemokine receptor type 6 (Homo sapiens), P51684. inhibition, % at 20 µM. AID 493098, 2011. CHO-K1 CCR6 PathHunter beta-arrestin, CCL20-stimulated;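 active = compounds whose inhibition of the agonist-driven luminescence signal at 20 µM reaches about 50%, limit read from the data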;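 note: cells stimulated with CCL20 at 14 nM final; plate controls were DMSO with CCL20 for no effect and DMSO without agonist for full effect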
Target sequence (P51684 whole entry, looked up): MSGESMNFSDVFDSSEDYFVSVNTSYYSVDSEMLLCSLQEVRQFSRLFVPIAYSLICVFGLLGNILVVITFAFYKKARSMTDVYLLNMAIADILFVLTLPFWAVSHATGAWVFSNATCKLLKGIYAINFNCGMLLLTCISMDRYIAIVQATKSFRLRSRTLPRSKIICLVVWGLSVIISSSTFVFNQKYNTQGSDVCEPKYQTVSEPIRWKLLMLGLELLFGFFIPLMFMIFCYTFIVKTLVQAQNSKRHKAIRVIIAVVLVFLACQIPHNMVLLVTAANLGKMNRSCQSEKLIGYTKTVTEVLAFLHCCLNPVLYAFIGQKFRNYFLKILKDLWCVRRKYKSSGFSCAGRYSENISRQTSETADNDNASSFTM
EBI2 antag: EBI2 receptor antagonists, beta-arrestin recruitment, primary screen, cell-based, luminescence, 7a,25-OHC stimulation, uHTS. G-protein coupled receptor 183 (Homo sapiens), P32249. 7a,25-OHC stimulated. 360,000 compounds, 0.81% hits. inhibition, % at 5 µM; in the data active = inhibition above about 38%;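 note: enzyme fragment complementation signal reports receptor beta-arrestin coupling in cells; 0% = agonist plus DMSO wells and 100% = wells without agonist; some results beyond the cut were filed as inactive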
NR3A LBD binder: binders of NR3A ligand-binding domain, primary screen, biophysical, differential scanning fluorimetry, uHTS | NR3A LBD differential scanning fluorimetry, Tm shift; 0% = protein alone, 100% = glycine-bound protein | Tm shift relative to glycine control, % at 25 µM | 340,000 compounds, 2.5% hits | AID 1259313, 2017;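 active = melting temperature shift of at least 10% of the positive control shift, at one fixed dose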
A3A deaminase: APOBEC3A ssDNA deaminase inhibitors, primary screen, selectivity assay for APOBEC3G inhibitor project, biochemical, FAM/TAMRA oligo cleavage fluorescence; 330,000 compounds, 0.41% hits; recombinant A3A, FAM/TAMRA ssDNA deamination fluorescence; inhibition, % at 20 µM; DNA dC->dU-editing enzyme APOBEC-3A (Homo sapiens), P31941; AID 493011, 2011;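 active = at least 40% inhibition at 20 µM here, with at most 30% in a related deaminase screen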;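 note: plate controls were A3A with DMSO for no effect and wells lacking A3A enzyme for full effect; some results filed as inactive read as strong as hits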
Target sequence (P31941 whole entry, looked up): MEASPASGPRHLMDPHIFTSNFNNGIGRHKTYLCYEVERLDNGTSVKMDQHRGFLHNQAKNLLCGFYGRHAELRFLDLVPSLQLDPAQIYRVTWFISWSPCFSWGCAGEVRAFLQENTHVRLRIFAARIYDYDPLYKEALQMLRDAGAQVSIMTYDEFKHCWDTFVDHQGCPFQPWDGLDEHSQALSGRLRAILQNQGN
MPTP block: mitochondrial permeability transition pore inhibitors, primary screen, biochemical, isolated mouse mitochondria, absorbance; Ca2+ swelling absorbance, 30 min; inhibition, % at 10 µM; 360,000 compounds, 1.4% hits;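 active = inhibition of 50% or more, scaled per plate between neutral and stimulator controls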;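 note: 0% = DMSO wells given calcium and 100% = 1 mM EGTA wells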
Gli-Sufu antag: Gli-Sufu pathway antagonists, primary screen, luciferase luminescence, Sufu-KO-LIGHT cells, uHTS | Sufu-KO-LIGHT fibroblasts, Gli luciferase reporter luminescence | inhibition, % at 5 µM | 340,000 compounds, 0.74% hits | AID 588413, 2011;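 active = inhibition above about 55%, limit read from the data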;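 note: 0% = DMSO-treated cells and 100% = wells with medium but no cells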
CXCR6 block: CXCR6 receptor inhibitors, primary screen, cell-based, beta-arrestin, luminescence, CHO-K1 PathHunter, 1536-well | C-X-C chemokine receptor type 6 (Homo sapiens), O00574 | inhibition, % at 20 µM | 360,000 compounds, 0.36% hits; in the data active = inhibition above about 34%, passing the limit was not always enough;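 note: antagonist mode with CXCL16 agonist at 10 nM final; 0% = 10 nM CXCL16 with DMSO and 100% = unstimulated wells without agonist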
Target sequence (O00574 whole entry, looked up): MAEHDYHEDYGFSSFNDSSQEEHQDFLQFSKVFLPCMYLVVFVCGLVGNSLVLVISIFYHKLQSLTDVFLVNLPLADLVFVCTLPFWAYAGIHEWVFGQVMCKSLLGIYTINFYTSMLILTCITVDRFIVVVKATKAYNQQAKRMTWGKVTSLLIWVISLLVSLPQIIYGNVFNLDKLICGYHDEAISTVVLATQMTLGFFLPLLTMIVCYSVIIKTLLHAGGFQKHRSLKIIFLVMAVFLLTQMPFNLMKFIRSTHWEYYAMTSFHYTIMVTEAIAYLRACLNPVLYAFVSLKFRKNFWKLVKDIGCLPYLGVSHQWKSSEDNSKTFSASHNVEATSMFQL
Active calls of the source: *; x = no result given. Rows were taken by chance. Share with any hit: about 5.8%.

Start of the listing, in advance:
SMILES	A3G deaminase	CCR6 antagonist	EBI2 antag	NR3A LBD binder	A3A deaminase	MPTP block	Gli-Sufu antag	CXCR6 block
CCc1ccc(-c2nc(NC(=S)NC(=O)c3cccs3)sc2C)cc1	0	4	6	0	0	-0.7	1	13
O=C(Nc1ccc(N2CCN(Cc3ccccc3)CC2)cc1)c1ccccc1[N+](=O)[O-]	-3	2	-9	0	-2	2.0	21	3

Main list, from the start:
SMILES	A3G deaminase	CCR6 antagonist	EBI2 antag	NR3A LBD binder	A3A deaminase	MPTP block	Gli-Sufu antag	CXCR6 block
CCc1ccc(-c2nc(NC(=S)NC(=O)c3cccs3)sc2C)cc1	0	4	6	0	0	-0.7	1	13
O=C(Nc1ccc(N2CCN(Cc3ccccc3)CC2)cc1)c1ccccc1[N+](=O)[O-]	-3	2	-9	0	-2	2.0	21	3
O=C(COC(=O)/C=C/c1ccc(Br)o1)NCCCN1CCCC1=O	-5	3	2	1	7	-5.4	-2	10
CCOc1cc(C(C(=O)NCC2CCCO2)N(C(=O)Cn2nnc3ccccc32)c2cccc(OC)c2)ccc1O (stereo not given)	-1	11	-11	-3	1	0.1	5	2
COCc1cc(=O)[nH]c(/N=C(\N)Nc2ccc(Oc3ccccc3)cc2)n1	-8	13	0	0	-2	4.0	27	-11
COc1ccc(N/C=C(\C#N)c2ccc(OCCCF)cc2)cc1	3	10	72*	-2	2	2.7	11	9
CC(=O)NNC(=O)c1cc2sccc2s1	-5	5	0	0	-1	1.4	1	-12
COc1cc(/C=C2\SC(=O)NC2=O)ccc1Oc1ccc([N+](=O)[O-])cc1[N+](=O)[O-]	-3	-23	-8	6	-2	27	10	-16
Oc1ccc(N=Nc2nccs2)c(O)c1	3	67*	9	1	6	7.3	-22	28
C#CCn1c(=NC(=O)c2cc(Cl)sc2Cl)sc2cc(S(N)(=O)=O)ccc21	-6	15	25	31*	0	2.8	16	10
CCn1c2c(c(=N)c3c1CCC3)CCC2	-7	-1	0	-2	2	1.0	-8	-5
O=C(Nc1ccc2c(c1)OCO2)C1CCN(Cc2cc3c(cc2O)OCO3)CC1	-7	13	-4	-4	2	2.3	-3	-7
CCOC(=O)C1CCN(C(=O)CCNC(=O)c2cc(OC)c(OC)c(OC)c2)CC1	-11	8	-14	2	-6	-0.6	-2	-1
Cc1[nH]n(CCC#N)c(=O)c1CC(=O)N1CCN(c2ccccc2)CC1	-6	-12	18	2	-5	-0.7	-6	-8
c1ccc(Nc2nnc(-c3cccc4ccccc34)o2)cc1	-5	17	3	15*	-2	6.4	-31	4
Cc1ccc(C=NCc2ccncc2)c(O)c1	-6	-2	5	-1	-4	-2.0	-2	0
Cc1cc(C(F)F)n2nc(C(=O)Nc3sc4c(c3C#N)CCC4)nc2n1	-9	19	-2	1	1	0.4	-2	13
O/N=C/c1ccc2cccc(OCc3ccccc3)c2n1	-1	8	10	1	0	0.8	-2	4
CCCCc1nc2sc3c(=O)n(N)cnc3c2c2c1CCCC2	-5	-2	1	-1	-2	6.0	-26	4
CSc1nnc(SCC(=O)Nc2ccc3[nH]c(=O)[nH]c3c2)s1	-8	-10	-5	0	1	-0.2	-2	-2
O=C(O)c1cccc(-n2cccc2/C=C\[N+](=O)[O-])c1	40	4	-7	2	88	0.2	8	-4
O=C(NC(=S)N1CCCCC1)c1csc([N+](=O)[O-])c1	-9	6	6	-1	-4	-0.5	5	-2
Cc1ccc(C(=O)NNC(=O)C2CCN(Cc3ccc(Cl)c(Cl)c3)CC2)cc1	-8	8	1	0	-6	0.8	8	1
COc1ccc(NS(=O)(=O)c2cccc(C(=O)N3CCN(c4ccccc4O)CC3)c2)cc1	-8	2	3	-1	-2	-2.4	3	-10
O=C(NCC1CCCO1)C(=O)NCC1CCCN1S(=O)(=O)c1ccccc1 (stereo not given)	-10	7	-1	0	0	0.0	-8	-1
O=C1C=C(N2CCCCCC2)C(=O)N1c1ccc(Cl)cc1	x	19	-21	-2	x	-0.3	-74	-5
CCOC(=O)c1ccc(N=C2S/C(=C\c3cc(C)n(-c4cccnc4)c3C)C(=O)N2C)cc1	-4	-3	21	1	-3	-1.0	5	5
O=C(Nc1ccccn1)c1ccc(=O)[nH]n1	-6	-17	-3	-1	-4	0.7	2	-5
O=C(CCC(=O)Nc1ccccc1Cl)NNC(=O)c1ccccc1[N+](=O)[O-]	-8	-13	-7	-1	-5	-0.3	-7	-1
COC(=O)Cc1c(C)c2ccc(OC(=O)c3ccco3)cc2oc1=O	1	7	-6	0	4	4.1	14	-4
O=C(O)CC1=C(Nc2ccccc2)C(=O)N(c2ccccc2)C1c1ccc(F)cc1 (stereo not given)	-5	4	5	-1	0	2.4	-22	4
CCOC(=O)N1CCC(NC(=O)C2=CCN(S(=O)(=O)c3ccc(F)cc3)CC2)CC1	-5	6	-12	0	-2	3.6	5	3
CNc1ccc(SC#N)cc1	-2	24	2	-1	4	-0.1	60*	4
COc1ccc(NC(=O)C(Cc2ccccc2)n2cccc2)cc1OC (stereo not given)	-4	9	1	-1	-4	2.0	-1	-2
COC(Cn1c(C)c(C(C)=O)c(C(C)=O)c1C)OC	-4	3	4	2	-1	3.6	1	-2
CCOc1cc(C(=O)NC(C)Cc2cccs2)cc(OCC)c1OCC (stereo not given)	-4	23	-1	0	2	-0.7	-9	-13
O=C(Nc1ccc(N2CCCCCC2)cc1)c1cccc(S(=O)(=O)N2CCOCC2)c1	-11	5	-2	-1	-7	1.3	4	-7
O=C(NC1(Cc2ccc(O)cc2)CCCCC1)c1ccccc1	-11	10	2	1	-6	0.8	-5	-2
C#CC[N+](C)(C)CCCCCCCCCCCC	-1	12	-8	-2	3	5.9	84*	3
NC(=O)C[n+]1cccc(C(N)=O)c1	4	-1	-5	0	-4	-0.3	-27	7
CCOC(=O)C1CCCN(Cc2nc(N)nc(Nc3ccc(Cl)cc3)n2)C1 (stereo not given)	0	1	6	-3	3	-2.0	2	0
CCN(CC)C(=S)Nc1ccc(C(=O)OC)cc1	-10	8	-2	0	-3	0.8	-1	2
CC[C@@H](C)[C@H](NC(=O)OC(C)(C)C)c1nnc(S(=O)(=O)Cc2cc(C)ccc2C)o1	-4	48	12	2	-5	27	1	37
CCn1c2ccccc2c2cc(NC(=O)CSc3nnc(-c4ccc(OC)cc4)n3N)ccc21	1	-21	14	-2	3	-0.3	8	-1
Cc1cc2cc3c(cc2nc1SCc1ccccn1)OCCO3	-7	4	0	7	-1	0.1	-45	6
Cc1ccc(S(=O)(=O)N2C(=O)CCC2C(=O)NCc2ccco2)cc1 (stereo not given)	-3	-2	-14	-1	-4	-1.8	3	-3
O=C(O)C1Sc2[nH]c(=O)sc2C2c3cc(Cl)ccc3OC(=O)C12 (stereo not given)	-4	7	2	4	-3	-2.9	6	4
CC(Nc1ccc(Cl)c(Cl)c1)C(=O)NN (stereo not given)	-5	-8	-17	1	-3	3.4	2	1
Cc1ccc(-c2c[n+](CC(=O)Nc3c(C)cccc3C)c3n2CCC3)cc1	-3	1	-7	0	-4	-0.7	0	-8
C=CCN(C(=O)CNC(=O)c1ccco1)C(C(=O)NC1CCCCC1)c1ccc(OC)cc1 (stereo not given)	1	5	-4	1	0	2.4	-1	4
COc1ccc(S(=O)(=O)N2CCCCC2)cc1NC(=O)CCC(=O)N1CCC(c2ccccc2)=N1	x	10	3	4	x	-1.0	-4	9
CN(C)/C=N/C(=S)Nc1ccc(Br)cc1F	-5	-11	3	0	-5	6.5	0	-2
Cc1ccc(NCCC(=O)c2ccccc2)cc1Cl	-8	5	8	-9	0	2.7	8	0
COc1ccc(-c2noc(N3CCC(C(=O)Nc4cccc(OC)c4)CC3)n2)cc1	-7	21	0	-2	-5	-0.2	-13	4
CCC(=O)N1CCc2cc(S(=O)(=O)CCC(=O)NCCC3=CCCCC3)ccc21	-4	16	2	3	-3	-0.9	-5	-8
Cc1ccc(C)c(Cn2ncc3ccccc32)c1	-7	6	3	1	-3	-0.3	-3	4
CCCn1c(SCC(=O)Nc2cccc(NC(C)=O)c2)nnc1C(C)C	2	-4	-10	1	1	2.0	-5	-3
Cn1c(SC2=CS(=O)(=O)c3ccccc32)nc2ccccc21	-8	17	-49	-1	-8	-0.3	10	3
O=C1c2cccnc2C(=O)N1Cc1ccc(F)cc1S(=O)(=O)NCc1ccco1	-3	7	-1	3	-4	0.3	-1	0
COC(=O)Cc1ccc(NC(=S)NCCCN2CCOCC2)cc1	0	-5	-3	0	-3	-0.6	1	8
Next section.
SMILES	A3G deaminase	CCR6 antagonist	EBI2 antag	NR3A LBD binder	A3A deaminase	MPTP block	Gli-Sufu antag	CXCR6 block
Cc1ccc(S(=O)(=O)Cn2cnnn2)cc1	-3	-19	-6	-3	-1	1.0	-1	-12
COc1ccc(CCN2C(=O)C(O)=C(C(=O)c3ccco3)C2c2cccs2)cc1OC (stereo not given)	-3	-5	-9	-3	0	0.7	2	-2
CCc1nnc(NC(=O)c2ccc(S(=O)(=O)N3CCCC(C)C3)cc2)o1 (stereo not given)	0	0	-2	-4	8	-0.9	3	-1
CSCC(CO)NS(=O)(=O)c1ccc(C)cc1 (stereo not given)	-1	-3	-13	1	-3	0.3	5	-2
COc1cccc(C2C(C(=O)Nc3nc4ccccc4s3)=C(C)NC3=C2C(=O)CC(C)(C)C3)c1OC (stereo not given)	-7	-20	15	-1	3	7.4	-2	1
CSC1=NCCN1C(=O)Cc1ccc(-c2ccccc2)cc1	-9	-1	-6	-3	2	2.4	62*	-6
Cc1ccc(C(=O)c2ccc([N+](=O)[O-])cc2)c(C)c1	-2	-1	-8	-4	0	-0.7	-2	5
O=c1oc(-c2ccc(Br)cc2)nc2ccccc12	2	10	14	2	4	0.3	-29	0
CNC(=S)NCCCc1ccccc1	-7	-1	2	-1	-1	2.8	9	-5
CCCCOc1ccc(C(=O)OCC(=O)NC2CCCC2)cc1	-7	13	-3	-1	-4	2.9	8	3
COc1cc(NC(=O)CCCc2c[nH]c3ccccc23)cc(OC)c1	-2	16	-2	-2	-1	5.2	-6	-20
Nc1n[nH]c(-c2ccc([N+](=O)[O-])cc2[N+](=O)[O-])n1	-8	4	-20	-1	-1	0.8	-4	-30
O=C(CN1CCN(S(=O)(=O)c2ccc(F)c(Cl)c2)CC1)N1CCc2ccccc21	-6	1	1	3	-4	1.2	3	7
O=C(NN=C1CCCC1)c1ccc(Cl)cc1	-13	5	-9	0	-6	2.6	-12	-8
CCOC(=O)/C=C1\CN(C(C)c2ccccc2)S(=O)(=O)c2ccccc21 (stereo not given)	1	1	-2	5	2	-0.1	0	-4
CCOc1ccc(C(=O)Nc2cc(-c3nc4ccccc4[nH]3)ccc2Cl)cc1[N+](=O)[O-]	-7	18	3	9	2	12	14	2
C=CCn1c(NC(=O)c2ccc(Br)o2)c(S(=O)(=O)c2ccccc2)c2nc3ccccc3nc21	1	11	11	-4	3	12	6	3

Part of the list above, limited to MPTP block.
| compound | MPTP block |
| --- | --- |
| Cc1ccc(C(=O)c2ccc([N+](=O)[O-])cc2)c(C)c1 | -0.7 |
| O=c1oc(-c2ccc(Br)cc2)nc2ccccc12 | 0.3 |

Source: PubChem BioAssay
